ROC1-CUL1 inh: human ROC1-CUL1 E3 ligase inhibition; hit rate 0.6% among 140,000; inhibition, % at 10 µM; P62877+Q13616; in vitro K48 di-Ub FRET, acceptor:donor ratio, 45 min; in the data active = inhibition above about 25%
Target sequence (P62877 whole entry, looked up): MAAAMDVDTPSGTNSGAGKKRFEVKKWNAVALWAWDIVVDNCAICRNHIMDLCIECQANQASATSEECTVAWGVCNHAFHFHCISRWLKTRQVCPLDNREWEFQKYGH
Target sequence (Q13616 whole entry, looked up): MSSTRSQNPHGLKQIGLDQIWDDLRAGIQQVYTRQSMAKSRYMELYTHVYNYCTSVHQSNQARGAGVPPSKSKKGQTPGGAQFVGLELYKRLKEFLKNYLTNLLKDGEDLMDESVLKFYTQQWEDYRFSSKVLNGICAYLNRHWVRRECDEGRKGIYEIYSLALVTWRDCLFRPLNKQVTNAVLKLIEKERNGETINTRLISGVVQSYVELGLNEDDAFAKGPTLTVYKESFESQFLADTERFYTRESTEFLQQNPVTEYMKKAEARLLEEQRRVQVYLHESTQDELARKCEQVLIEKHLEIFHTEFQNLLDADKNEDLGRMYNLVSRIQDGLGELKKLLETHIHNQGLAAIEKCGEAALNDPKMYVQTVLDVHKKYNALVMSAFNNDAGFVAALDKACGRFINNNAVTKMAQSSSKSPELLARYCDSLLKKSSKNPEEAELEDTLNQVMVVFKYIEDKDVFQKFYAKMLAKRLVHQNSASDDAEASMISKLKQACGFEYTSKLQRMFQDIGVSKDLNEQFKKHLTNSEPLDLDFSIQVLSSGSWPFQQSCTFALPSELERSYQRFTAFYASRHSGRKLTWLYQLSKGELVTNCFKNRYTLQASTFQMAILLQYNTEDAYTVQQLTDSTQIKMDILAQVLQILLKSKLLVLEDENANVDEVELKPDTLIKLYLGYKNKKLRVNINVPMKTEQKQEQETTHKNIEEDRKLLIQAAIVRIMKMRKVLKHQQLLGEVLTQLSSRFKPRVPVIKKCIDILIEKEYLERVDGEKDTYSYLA
* marks the source's active call; other numbers are inactive results.

no.	canonical_smiles	ROC1-CUL1 inh
1	Cc1ccccc1N1CC(C(=O)Nc2ccccc2F)CC1=O (stereo unspecified)	0.5
2	COc1ccc(Nc2oc(-c3ccco3)nc2S(=O)(=O)c2ccc(F)cc2)cc1	-1.5
3	CN1CCN(C(=O)CCC2CCCN(Cc3ccsc3)C2)CC1 (stereo unspecified)	-3.7
4	CCN(CC)c1ccc(NC(=O)c2sc3ccccc3c2Cl)cc1	2.9
5	CCOC(=O)C1C(=O)/C(=C/c2ccc(-c3ccc(Cl)cc3)o2)SC1=NC(=O)c1ccccc1 (stereo unspecified)	3.3
6	CC1CCCCN1S(=O)(=O)c1ccc(NC(=O)c2ccc(C(C)(C)C)cc2)cc1 (stereo unspecified)	-8.8
7	O=C(Nc1ccc(F)c(F)c1)C(c1ccccc1)N1Cc2ccccc2C1=O (stereo unspecified)	-2.5
8	CC(=O)N(Cc1cccnc1)c1nc2c(C)cccc2s1	-1.5
9	COc1ccc(CCNc2oc(COc3ccccc3OC)nc2C#N)cc1	-4.7
10	CCCCC(=O)Nc1nnc(S(=O)(=O)N(C)Cc2ccc(Cl)cc2)s1	-1.8
11	CCc1[nH]nc2c1C(c1c[nH]c3ccccc13)C(C#N)C(=N)O2 (stereo unspecified)	6.3
12	COc1ccc(C2C(C(=O)Nc3ccc(Cl)cc3)C(C)=Nc3ncnn32)cc1 (stereo unspecified)	-8.0
13	CCc1ccc(NC(=O)C2CCN(S(=O)(=O)CC)CC2)cc1	0.8
14	Cc1ccc(CNC(=O)CC2Oc3ccc(Cl)cc3NC2=O)cc1 (stereo unspecified)	-3.0
15	CCNS(=O)(=O)c1cc(C(=O)N2CCOCC2)ccc1OC	4.7
16	Cn1c(=O)c2c(ncn2CCCNC2=NCCC2)n(C)c1=O	-1.2
17	Cc1oc(-c2ccccc2)cc1C(=O)N(C)c1ccccc1	6.9
18	Cc1ccc(N(CC(=O)N2CCN(c3ccc(F)cc3)CC2)S(=O)(=O)c2c(C)noc2C)cc1	-7.0
19	COc1ccccc1/C=N\NC(=O)c1ccc2c(c1)CN(c1ccc(Br)cc1)C2	2.2
20	O=S(=O)(C1=COCC1[C@H](O)c1ccccc1)c1ccccc1 (stereo partly specified)	-3.7
21	CCOC(=O)CSc1nccc(N(C)C)c1C#N	-1.8
22	CC(C)Cn1c(CN(C)C2CCOC2)cnc1S(=O)(=O)Cc1ccccc1 (stereo unspecified)	5.3
23	O=C(CN1C(=O)COc2ccc(Cl)cc21)Nc1cccc(F)c1	3.7
24	COc1cc(NC(=O)c2c3c(nc4ccccc24)C(=O)N(C2CCCCC2)C3)cc(OC)c1	-6.4
25	Cn1cc(S(=O)(=O)N2CCCCCC2)cc1C(=O)N1CCN(c2ccc(F)cc2)CC1	-5.1
26	O=C(Nc1cccc(Cl)c1)c1ccc(Br)cc1Br	4.1
27	CCOc1ccc(Cl)cc1S(=O)(=O)N1CC(C)OC(C)C1 (stereo unspecified)	15.4
28	Cc1cccc(C)c1OCC(=O)Nc1cc(Cl)ccc1O	4.1
29	COc1ccc(OC)c(NC(=O)c2cnc(N3CCCCC3)c3ccccc23)c1	0.2
30	O=C1CCCCN1CCNc1nncc(-c2cccc(Cl)c2)n1	-1.3
31	COc1ccc(C2=C(C)C(=O)N(Cc3ccc(C(=O)Nc4cccc(F)c4)cc3)S2(=O)=O)cc1	-0.5
32	O=C(Nc1ccc(-c2cscn2)cc1)C1CCCN(Cc2cccc(O)c2)C1 (stereo unspecified)	2.9
33	Cc1ccc(CSCCNC(=O)C2CCN(S(=O)(=O)Cc3ccccc3)CC2)cc1	-3.7
34	Cc1cc(C=C2C(=O)NC(=S)NC2=O)c(C)n1-c1sc2c(c1C(=O)Nc1ccccc1)CCCC2	-1.6
35	O=c1nc2[nH]c3ccccc3c2n[nH]1	1.7
36	Cc1ccccc1C(=O)N1CCC(c2nc3ccccc3s2)CC1	3.3
37	O=C(Nc1nnc(-c2cc(Cl)ccc2Cl)o1)c1ccc2c(c1)OCCO2	-9.5
38	O=C(CNC(=O)c1ccccc1)OCc1cc(=O)n2nc(C3CCCCC3)sc2n1	-5.7
39	COC(=O)[C@@H](NC(=O)c1coc(COc2cccc(F)c2)n1)C(C)C	16.2
40	N#CC1(c2ccc(OCc3ccccc3)cc2)CCC(=O)N1Cc1ccccc1 (stereo unspecified)	-2.1
41	O=C(Nc1cc(F)cc(F)c1)C1CCN(C(=O)c2ccco2)CC1	4.4
42	Cc1cccc2c1Sc1ccc(Cl)cc1CC2N1CCNCC1 (stereo unspecified)	-0.2
43	COc1ccc(Cl)cc1NC(=O)CSc1nccn1-c1ccc(Cl)cc1	-2.9
44	CCOc1ccccc1NC(=O)NCc1noc2ccc(C)cc12	9.2
45	COc1ccc(-c2nc(CN3CCCCC3C)c(C)o2)cc1C (stereo unspecified)	1.6
46	CCCN(CCC)CCCNC(=O)Cn1ncn2c(cc3sc(CC)cc32)c1=O	-7.9
47	COc1ccc(-c2cc(Br)cs2)cc1	-2.6
48	Cc1cc(C)cc(NC(=O)c2c(C)noc2C)c1	5.7

An excerpt from above in order of the ROC1-CUL1 inh value, lowest first.
no.	canonical_smiles	ROC1-CUL1 inh
43	COc1ccc(Cl)cc1NC(=O)CSc1nccn1-c1ccc(Cl)cc1	-2.9
29	COc1ccc(OC)c(NC(=O)c2cnc(N3CCCCC3)c3ccccc23)c1	0.2
13	CCc1ccc(NC(=O)C2CCN(S(=O)(=O)CC)CC2)cc1	0.8

(further entries)
no.	canonical_smiles	ROC1-CUL1 inh
49	COc1cc(/C=N\NC(=O)c2ccc(Cl)s2)ccc1OCc1ccccc1	-2.1
50	O=C(Cn1c(=O)oc2cc(S(=O)(=O)N3CCCCCC3)ccc21)Nc1cccc(C(F)(F)F)c1	-4.7
51	COCc1ccc(CN2CCOc3ccc(C(O)C(c4ccccc4)c4ccccc4)cc3C2)o1 (stereo unspecified)	6.7
52	O=C(Nc1ccc(O)c(-c2nc3ccccc3o2)c1)c1ccco1	-10.3
53	O=S(=O)(Nc1ccc(F)cc1F)C1CCCCC1	-3.5
54	Nc1cc(N)nc(SCc2ccc(C(=O)Nc3ccccc3F)cc2)n1	-5.7
55	O=C(NC1CCCCCC1)N1CCC(n2cc(CO)nn2)CC1	3.5
56	CC1(C)CC(CCC(=O)Nc2nncs2)C(=O)O1 (stereo unspecified)	7.2
57	CCC1(NC)C(=O)c2ccccc2C1=O	-3.6
58	COc1ccc(C2=NN(C(=O)CCC(=O)O)C(c3cn(-c4ccccc4)nc3-c3ccccc3)C2)cc1 (stereo unspecified)	15.4
59	CC(ON1C(=O)c2ccccc2C1=O)Sc1ccccc1 (stereo unspecified)	1.0
60	O=C1NN(c2ccccc2)C(=O)/C1=C/c1ccc(O)cc1O	-11.8
61	CC(C)CC(NC(=O)c1sc2ccccc2c1Cl)C(N)=O (stereo unspecified)	9.9
62	Cc1ccc(NC(=O)c2sc3ccccc3c2Cl)cc1	4.4
63	O=C(Nc1cccc(N2CCC(NCc3cnn(Cc4ccccc4)c3)CC2)c1)c1cccnc1	5.1
64	COc1cc(/C=C2/N=C(c3ccc(C(C)(C)C)cc3)OC2=O)cc(OC)c1OC(C)=O	2.1
65	CCN1C(=O)C(Cc2cc(C)n(-c3cccc(C)c3C)c2C)=NC1=S	-4.4
66	C(=Nc1ccc2c(c1)ncn2-c1ccccc1)c1nc2ccccc2n1Cc1ccccc1	-3.0
67	O=C1N=C2SC=CN2C(=O)C1Cc1ccccc1 (stereo unspecified)	4.5
68	O=C(Cn1c(=O)n(-c2cccc(Cl)c2)c(=O)c2sc3ccccc3c21)NC1CCCCC1	0.9
69	C=CCSc1nc2ccccc2c(=O)[nH]1	2.5
70	CCc1cccc(C)c1NC(=O)CCCn1c(C)c2cnn(-c3ccccc3)c(=O)c2c1C	-1.6
71	O=C(Nc1ccc(F)cc1)N1CCN(CCc2ccccc2)CC1	2.3
72	COC(=O)c1c(NC(=O)COc2ccc(-c3ccccc3)cc2)sc2c1C(C(=O)OC)CC2 (stereo unspecified)	1.5
73	O=C(c1ccc(F)cc1)c1ccc(N2CCCCCC2)cc1	5.2
74	Cc1ccc(Cn2ncc3[nH]c(-c4ccc(-n5ccnc5)cc4)nc32)o1	12.9
75	Cc1ccc(-c2nnc(Nc3ccccc3)c3ccccc23)cc1S(=O)(=O)NCc1nc2ccccc2[nH]1	7.0
76	Cc1ccc(C2C(C)C(N3CCC(C(=O)N4CCC(C(N)=O)CC4)CC3)NS2(=O)=O)cc1C (stereo unspecified)	6.8
77	COc1ccc(OC)c(NC(=S)NC(=O)c2ccnn2C)c1	-6.9
78	CCCn1c(=O)c2c(nc3n2C(C)C(C)=NN3)n(C)c1=O (stereo unspecified)	3.3
79	COc1ccccc1/C=c1\sc2n(c1=O)C(=N)C(C#N)C(c1ccccc1OC)C=2C#N (stereo unspecified)	7.6
80	CC(=O)c1cn(C2OC3OC(C)(C)OC3C2CO)c(=O)[nH]c1=O (stereo unspecified)	0.8
81	Cc1sc(NC(=O)/C=C/c2ccc(C(C)C)cc2)c(C#N)c1C	1.2
82	Cc1ccc2oc(-c3cccc(NC(=O)c4sc5c([N+](=O)[O-])cccc5c4Cl)c3)nc2c1	1.8
83	O=C(c1cnn(-c2ccc(F)cc2)c1-n1cccc1)N1CCN(c2ccccc2)CC1	3.2
84	Nc1c(C(=O)Nc2ccc(Cl)cc2F)sc2nc(-c3cccs3)ccc12	-3.1
85	COc1cccc(C(=O)Nc2ccccc2C(=O)OCc2cc(=O)n3nc(C)sc3n2)c1	-2.3
86	Cc1nnc(SC2CCc3ccccc3NC2=O)o1 (stereo unspecified)	2.5
87	COc1ccc(N(CC(=O)NCc2ccc(F)cc2)S(=O)(=O)c2c(C)noc2C)cc1	-9.4
88	Clc1ccc2c(c1)CC(N1CCN(CCOc3ccccc3)CC1)c1ccccc1S2 (stereo unspecified)	1.0
89	O=C(c1cc(COc2ccc(F)c(F)c2)on1)N1CCCC(O)C1 (stereo unspecified)	6.3
90	COC(=O)c1ccc(NC(=O)CSc2nccn2Cc2ccc(Cl)cc2)cc1	0.9
91	CC(=O)CCS(=O)(=O)c1ccc(Cl)cc1	2.6
92	COc1nsc(=Nc2ccccc2)n1C(=O)c1ccccc1	3.6
93	CSc1cccc(CN2CCC(N3CCCC(C(=O)NC4CC4)C3)CC2)c1 (stereo unspecified)	-3.9
94	Cc1sc(NC(=O)/C=C/c2cccs2)c(C(=O)OC(C)C)c1C	-5.3
95	CC1(C)Cc2nc(N3CCOCC3)ncc2C(NC(=O)C2CCCCC2)C1 (stereo unspecified)	1.2
96	CCCCOc1ccc(C(=O)N2CCC(c3nc4ccccc4o3)CC2)cc1	-5.3

Shown as labelled records: 4 of the compounds above.
[46] CCCN(CCC)CCCNC(=O)Cn1ncn2c(cc3sc(CC)cc32)c1=O
  ROC1-CUL1 inh: -7.9

[47] COc1ccc(-c2cc(Br)cs2)cc1
  ROC1-CUL1 inh: -2.6

[48] Cc1cc(C)cc(NC(=O)c2c(C)noc2C)c1
  ROC1-CUL1 inh: 5.7

[49] COc1cc(/C=N\NC(=O)c2ccc(Cl)s2)ccc1OCc1ccccc1
  ROC1-CUL1 inh: -2.1

Additional compounds follow:
no.	canonical_smiles	ROC1-CUL1 inh
97	Cc1ccc2nc(COc3ccccc3NC(=O)c3ccc(F)cc3)cc(=O)n2c1	-0.3
98	Nc1sc2c(c1C(=O)NCc1cccnc1)CCCCC2	-6.4
99	CNC(=O)c1ccc(C2CCCN2Cc2cn[nH]c2C2CCCCC2)s1 (stereo unspecified)	0.7
100	Cn1cccc1-c1cc2n(n1)CCC(=O)N2CCCC(=O)NCc1cccc(Cl)c1	0.9
101	CCOC(=O)N1CCC(NC2CCN(c3ccc(NC(=O)C4CCCC4)cc3)CC2)CC1	-13.6
102	CCN(CC)CCSC1Cc2cc(Cl)ccc2Sc2ccccc21 (stereo unspecified)	-2.6
103	CCOC(=O)c1c(NC(=O)COc2cccc(C(F)(F)F)c2)sc2c1CCC(C)C2 (stereo unspecified)	8.2
104	Cc1ccc(OCC(=O)Nc2ccc(N3CCN(C(=O)c4ccccc4C)CC3)cc2)c(C)c1	7.1
105	COc1cccc(NC(=O)N2CCN(Cc3cccc(Cl)c3)CC2)c1	-7.2
106	CCOc1cc(-c2nnn(C)n2)cc(I)c1OC	-1.6
107	Cc1cc(Br)ccc1NC(=O)c1coc(=O)c2ccccc12	8.5
108	CC1=C(C(=O)Nc2ccccc2)C(c2ccccc2)n2c(s/c(=C/c3ccoc3)c2=O)=N1 (stereo unspecified)	-0.1
109	COC1CCCN(C(=O)C2(N3CCCCC3)Cc3ccccc3C2)C1 (stereo unspecified)	2.3
110	COc1cccc(-n2ccnc2SCC(=O)Nc2c(C)cc(C)cc2C)c1	0.5
111	COc1cc(C(=O)c2ccc(F)cc2)cc(C(=O)c2ccc(F)cc2)c1	4.0
112	COc1ccc(-c2csc(NC(=O)CCn3cnc4ccccc4c3=O)n2)cc1OC	8.6
113	CCOC(=O)c1cnn(-c2nc(C)cc(C)n2)c1-c1cc(F)c(F)c(F)c1F	-1.0
114	Cc1ccc2c(c1)c1c3n2CCN(CC#N)C3CCC1 (stereo unspecified)	-11.7
115	COc1ccc(Cl)cc1NCN1C(=O)CSC1=O	5.0
116	O=C(Nc1ccccc1)C1CCOC1=O (stereo unspecified)	5.4
117	Cc1ccc(-c2c3nnc4ccccc4c3nc3sc4c(=O)[nH]c(C)nc4c23)cc1	6.9
118	O=C(O)COc1ccc(/C=C2\SC(=O)N(c3cccc(Cl)c3)C2=O)cc1	-10.0
119	COc1ccc(-c2cn3cccnc3n2)cc1NC(=O)Nc1cc(C)ccc1C	5.6
120	CCOc1ccccc1C1c2c(n[nH]c2C(C)(C)C)OC(=N)C1C#N (stereo unspecified)	9.2
121	CCCCCCCC(=O)Nc1ccccc1C(=O)O	0.7
122	Oc1ccc(Br)cc1C=Nc1ccc2[nH]ncc2c1	0.6
123	CCOc1ccc(-c2n[nH]c3c2C(c2cccs2)N(c2ccc(Br)cc2)C3=O)cc1 (stereo unspecified)	-5.6
124	COC1CCCN(C(=O)c2ccc(OC3CCN(S(C)(=O)=O)CC3)c(Cl)c2)C1 (stereo unspecified)	-3.6
125	COCCN1C(=O)C(C(c2ccccc2OC)N2CCN(c3ccccc3)CC2)C(=O)C=C1C (stereo unspecified)	1.9
126	COC1=CC(=O)OC1C(=O)c1ccc2c(c1)OCO2 (stereo unspecified)	2.0

Screening results as filed in PubChem.

A portion of the library; the hit share may differ from the screen's.
